Compound activity from PubChem BioAssay.
HepG2 viability = HepG2 cytotoxicity, counter-screen for TGF-b inhibitors. HepG2 CAGA-GFP viability, ATP luminescence, 18 h. Potency, µM (highest dose often 46.1 µM), inactives show top-dose activity change, negative = cytotoxicity, most hits filed as cytotoxic. actives 0.76% (n = 410,000); further: potency means the concentration at half of the fitted maximal effect; some results filed as inactive show a strong effect at the top dose
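CellTiter-Glo luminescence gave cytotoxicity after 18 hours at 37 degrees C. The cells were HepG2 CAGA-GFP in 1% FBS DMEM, stimulated with 500 pg/mL TGF-beta after compound addition. %Activity was normalised to no-cell wells (complete cell-killing) and DMSO (no toxicity), and curves were fitted and classified.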
TGFb inhibitor = blocks TGF-b signaling | HepG2 CAGA-GFP TGF-b/SMAD3 reporter, GFP fluorescence, 18 h; TGF-beta stimulated, 500 pg/mL final | actives 1.2% (n = 410,000) | AID 588855 | Potency, µM (series often up to 46.1 µM), for inactives: at the highest dose activity, negative = inhibition, hits mostly inhibitors; further: potency means the concentration at half of the fitted maximal effect; on the % scale 0 is the no-effect control and ±100 the full control effect; nearly all actives have a fitted effect of over 65% in size
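HEPG2 CAGA-GFP reporter cells (1000/well, DMEM with 1% FBS) received compounds, then recombinant TGF-beta at 500 pg/mL final for 18 hours at 37 degrees C. Per-cell GFP summed per well was normalised to unstimulated and stimulated DMSO controls before curve fitting.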
MCF10A rereplic = induces DNA re-replication in MCF 10a normal breast cells; MCF 10A DNA re-replication, Hoechst nuclear intensity, 48 h; Potency, µM (highest dose often 46.1 µM), inactives show top-dose activity, positive = re-replication, most hits filed as activators; actives 2.9% (n = 350,000); further: potency means the concentration at half of the fitted maximal effect; % of control where 0% means no effect; nearly all actives have a fitted effect of over 50% in size
ATXN2 expr inh = inhibitors of ATXN2 expression; HEK-293 ATXN2-luciferase reporter, luminescence, 24 h; Potency, µM (series often up to 57 µM), without a hit: at the highest dose activity change, negative = inhibition, hits mostly inhibitors; actives 0.72% (n = 360,000); AID 1745845; further: potency means the concentration at half of the fitted maximal effect; on the % scale 0 is the no-effect control and ±100 the full control effect; nearly all actives have a fitted effect of over 55% in size
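ATXN2-luciferase reporter cells (luciferase flanked by upstream and downstream ATXN2 gene portions) were treated 24 h at 37 °C with compounds at up to 57 uM. SteadyGlo luminescence gave expression; GF-AFC fluorescence gave viability.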
A549 tox = A549 cytotoxicity, counter-screen for Nrf2 inhibitors; A549 ARE-Fluc cells, CellTiter-Fluor viability, 18-24 h; Potency, µM (top dose mostly 46 µM), for inactives: at the highest dose activity change, negative = cytotoxicity, usual class: inhibitors; actives 0.16% (n = 390,000); further: potency means the concentration at half of the fitted maximal effect; on the % scale 0 is the no-effect control and ±100 the full control effect
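Cytotoxicity counterscreen: CellTiter-Fluor fluorescence was measured in A549 ARE_Fluc cells after 18-24 h of compound exposure in a concentration series. The subsequent BugLite luminescent read reports ARE-luciferase activity.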
ATXN viability = reduces viability in counter-screen for ATXN expression inhibitors | actives 0.49% (n = 400,000) | Potency, µM (titrated, usually from 56.7 µM), usual class: cytotoxic | S2 cells (HEK-293 line with an ATXN2-luciferase reporter) viability, CellTiter-Fluor protease fluorescence, 24 h; further: potency means the concentration at half of the fitted maximal effect; nearly all actives have a fitted effect of over 40% in size
Nrf2 activator = activators of Nrf2 (ARE) signaling; Potency, µM (doses to about 46.1 µM), inactives show at the highest dose activation, hits mostly activators; AREc32 ARE-luciferase reporter (MCF7-derived line), luminescence, 24 h; actives 0.31% (n = 410,000); further: potency means the concentration at half of the fitted maximal effect; % of control where 0% means no effect; nearly all actives have a fitted effect of over 65% in size
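AREc32 cells carrying an ARE-driven firefly luciferase, 1000 cells/well in OPTI-MEM with 5% FBS, dosed after overnight attachment and incubated 24 hr at 37 deg C. Steady-Glo luminescence read after 30 min at RT.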
IL-1B inflam inh = inflammasome signaling inhibition, IL-1 beta readout | THP-1 LPS/ATP IL-1B secretion, AlphaLISA, 16 h; active compounds read low | activity change, % at 57.5 µM | actives 4.7% (n = 360,000) | AID 743279; in the data active means activity change below about -50%; inconclusive means mostly about -30% to -49%; further: on the % scale 0 is the no-effect control and ±100 the full control effect
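THP-1 cells pretreated 1 hr with compounds (up to 57.5 uM final), then stimulated with LPS (250 ng/mL final) plus ATP (1.25 mM final); secreted IL-1B measured by AlphaLISA after 16 hr, decreased signal indicating inhibition.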
Nrf2 block = Nrf2 pathway inhibition. Potency, µM (series often up to 46 µM), without a hit: at the top dose activity change, negative = inhibition, usual class: inhibitors. A549 ARE-Fluc reporter, luciferase luminescence, 18-24 h. actives 2.1% (n = 360,000); further: potency means the concentration at half of the fitted maximal effect; on the % scale 0 is the no-effect control and ±100 the full control effect; nearly all actives have a fitted effect of over 60% in size
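Two sequential reads on A549 ARE_Fluc cells exposed to compound for 18-24 h: a CellTiter-Fluor fluorescence read for viability, then a luciferase luminescence read for Nrf2/ARE activity.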
* marks the source's active call; other numbers are inactive results; i = inactive; ? = inconclusive; / = no result given; [ ] = another dose, or the depositor's remark. Unless noted, the call rests on the fitted dose curve; in most records, active means well fitted curve in the direction sought with a large enough effect; inconclusive means small, poorly fitted or top-dose-only effect, or another doubt; inactive means no such curve, though single readings can be large; an effect the other way counts as inactive or inconclusive. Random draw from the library, and some 8.8% of all compounds hit somewhere here.

SMILES | HepG2 viability | TGFb inhibitor | MCF10A rereplic | ATXN2 expr inh | A549 tox | ATXN viability | Nrf2 activator | IL-1B inflam inh | Nrf2 block
CC(/C=N/NC(=O)Cn1nccc1C)=C\c1ccc(C(C)C)cc1 | -10.3% | 14.1% | ? | 31.2%[activator] | -3.8% | i | 2.7% | -6.1 | ?
COC(=O)c1sccc1NC(=O)COc1cccc(C)c1 | -10.5% | 24.4% | 6.0% | 34.4% | -10.2% | i | 12.7% | 31.8 | ?
COc1ccc(Nc2nc(N)nc(N)c2S(=O)(=O)c2ccccc2)cc1 | -4.0% | -18.5% | / | -7.2% | -0.6% | i | -0.4% | / | ?
CCOc1ccc(C(=O)N2CCN(CC(=O)N3CCCC3)CC2)cc1OCC | -2.7% | -4.8% | 6.9% | 2.4% | -0.5% | i | -0.6% | -8.4 | 0.3%
Cc1ccc(C)c2[nH]c(=O)c(CCNC(=O)c3cc4ccccc4o3)cc12 | -15.0% | -0.4% | -1.4% | 0.2% | 2.0% | i | -1.0% | ? | ?
COc1ccc(COC[C@H](CC(C)C)N2CCN(C(=O)c3cccc(C(F)(F)F)c3)CCC2=O)cc1 | / | / | / | -18.6% | / | i | 4.4% | ? | /
COc1ccccc1OCC(O)Cn1c(Br)nc2c1c(=O)[nH]c(=O)n2C (stereo unspecified) | -3.3% | -3.9% | 2.3% | -6.8% | -2.6% | i | 1.7% | 34.5 | /
Cc1cc(NC(=O)CSCC(=O)Nc2cc(C(F)(F)F)ccc2N2CCOCC2)no1 | -1.2% | -0.9% | -2.6% | 2.3% | 0.1% | i | -1.1% | -14.2 | 8.7%
Cn1c(Cc2ccccc2)[n+](C)c2ccccc21 | -13.2% | -20.4% | 8.1% | -6.2% | 0.8% | i | 0.0% | 37.2 | ?
Cc1ccccc1CN1CCCC(C(=O)Nc2ccc(-c3ccn[nH]3)cc2)C1 (stereo unspecified) | -18.3% | -19.5% | ? | -14.8% | -2.4% | i | 3.0% | ? | 9.2%
c1ccc2c(c1)CNc1ccccc1C2 | -12.0% | 17.5% | -191.2%[0.0737 µM] | -7.2% | -1.6% | i | 0.5% | 8.9 | 1.7%
COc1ccc(-n2nc3c(c2NC(=O)c2ccc(S(=O)(=O)N4CCOCC4)cc2)CS(=O)C3)cc1 (stereo unspecified) | -11.8% | -1.6% | 3.4% | / | -1.3% | i | -0.3% | 1.3 | 4.6%
NC(=O)c1sc(=S)n2c1[nH]c(=O)c1sccc12 | 2.8% | 13.9% | 7.2% | 7.3% | -15.3% | i | 4.6% | 40.1 | -19.3%
CCCCC(=O)Nc1c(C)cc(C)cc1Cl | -9.6% | 2.8% | -1.6% | 16.1% | 3.6% | i | 0.3% | -29.5 | -3.8%
CC1CCCCN1C(=O)C1CCCCN1S(=O)(=O)c1cccc([N+](=O)[O-])c1 (stereo unspecified) | 1.6% | 6.5% | 6.2% | -4.5% | 13.4% | i | -0.7% | 13.7 | 9.8%
COCCNc1nc(NCc2ccc(C)cc2C)c2sccc2n1 | -31.0% | -0.1% | / | ? | / | ? | 0.9% | 2.4 | /
COc1ccc(OC)c(-n2c(-c3cccc(S(=O)(=O)N(C)C)c3)n[nH]c2=S)c1 | 8.1% | 0.7% | -8.7% | 8.7% | 0.7% | i | 0.3% | 24.0 | -2.0%
O=c1[nH]c(=S)[nH]c2c1C(c1ccc(Cl)cc1)OC(CCc1ccccc1)C2 (stereo unspecified) | 1.7% | ? | / | -11.3% | / | ? | -1.0% | 11.4 | /
O=C(NC(=Nc1ccccc1)N1CCOCC1)Nc1ccccc1 | 15.2% | 19.1% | -14.8% | 29.5% | 23.5% | i | 2.3% | -3.5 | 26.0%
CCOc1ccc(S(=O)(=O)NC(C)C(=O)NCc2ccc3c(c2)OCO3)cc1 (stereo unspecified) | -9.8% | 7.7% | -4.3% | -5.3% | 0.8% | i | 0.1% | -0.8 | -13.4%
O=C(O)c1ccc(NS(=O)(=O)c2ccc3c(c2)C(=O)c2cc(S(=O)(=O)Nc4ccc(C(=O)O)cc4)ccc2-3)cc1 | -1.2% | -15.2% | -1.9% | 5.8% | -2.4% | ? | 0.2% | 29.1 | 7.3%
CN(C)C(=O)CCc1ccc2c3c([nH]c2c1)[C@]1(C)[C@@H](C(=O)N2CCCCC2)C[C@H](CC(=O)NCC24CC5CC(CC(C5)C2)C4)C(=O)N1CC3 | -3.7% | ? | 1.4% | ? | -13.7% | / | 6.2% | ? | -16.1%
CN1CCN(C(=S)Nc2ccccc2Cl)CC1 | -0.5% | 0.6% | -5.3% | -5.4% | -1.0% | i | -0.4% | -15.8 | /
COc1ccccc1CNC(=O)C1(C)CCN1C(=O)C1(c2ccccc2)CC1 (stereo unspecified) | -12.4% | -12.0% | / | -1.9% | / | i | 0.1% | -25.7 | /
CC(NC(=O)c1ccco1)C(=O)OCc1cccc(C(F)(F)F)c1 (stereo unspecified) | -22.9% | -20.4% | -3.5% | / | 2.7% | ? | -0.6% | 10.4 | 9.6%
Cn1cnc2c(cnn2-c2ccccc2)c1=O | -4.3% | -11.9% | 7.0% | 1.4% | 6.7% | i | -0.4% | -6.8 | -9.0%
Cc1ccc(N(CC(=O)NC2CCCCC2)C(=O)CNC(=O)c2ccco2)cc1F | -8.2% | -14.7% | 10.2% | -18.0% | -3.9% | i | -0.4% | -1.3 | 4.9%
CCn1c(CN2CCC(C)CC2)nc2cc(NC(=O)COc3ccc(Cl)c(C)c3)ccc21 | -37.4% | 3.98µM* | / | ? | ? | ? | 1.1% | / | 14.6µM*
Cc1ccc(NC(=O)Cn2c(C)csc2=O)cc1 | 3.8% | 5.2% | -0.8% | 0.0% | 0.5% | i | 2.3% | -15.7 | 8.9%
COc1ccc(-n2c(-c3ccco3)n[nH]c2=S)cc1 | 1.5% | 0.0% | -0.3% | -2.4% | / | i | -0.9% | 0.2 | 11.7%
CCOc1ccccc1NC(=O)/C=C/C(N)=O | -38.2% | ? | -3.5% | ? | -2.5% | / | ? | -102.6* | 8.1%
O=C1c2ccccc2C(=O)N1CCCc1nc(-c2ccncc2)no1 | -2.3% | 4.8% | 5.7% | / | -9.3% | / | 0.5% | 37.9 | -10.1%
CCOc1ccccc1N1CCN(C(=O)c2c(-c3ccccc3Cl)noc2C)CC1 | -3.0% | 1.1% | 0.0% | 19.4% | -2.9% | ? | -0.5% | 13.3 | -7.4%
COc1ccc2c(c1)S/C(=C\C(=O)c1ccncc1)N2C | -23.4% | ? | -2.7% | 9.9% | ? | i | 4.2% | -22.7 | 20.3%
Cc1ccc(CN(Cc2ccco2)S(=O)(=O)c2ccc(S(=O)(=O)NCC3CCCO3)cc2)cc1 (stereo unspecified) | -27.5% | -16.8% | ? | 4.4% | 4.4% | i | -0.3% | -6.4 | -13.0%
Cc1ccc(Nc2nnc(SCC(=O)c3cc4ccccc4o3)s2)cc1C | 0.5% | -17.4% | ? | 31.6% | -3.6% | i | 15.4% | -0.9 | ?
OCCC1CN(Cc2ccon2)CCN1Cc1ccc(F)c(F)c1 (stereo unspecified) | -19.3% | -4.9% | -0.5% | -13.9% | 18.2% | i | 0.1% | 10.2 | 2.2%
CN1C(=O)c2ccc(NC(=S)NC(=O)C(C)(C)C)cc2C1=O | 2.8% | 16.6% | -5.0% | 5.9% | 0.1% | i | 0.0% | 19.5 | 13.2%
O=C(O)c1ccc2c(c1Nc1ccccc1)C(=O)c1ccccc1C2=O | -22.2% | -10.6% | ? | ? | ? | ? | -0.3% | -13.6 | -29.6%
CN(C(=O)COc1ccc(S(=O)(=O)N2CCOCC2)cc1[N+](=O)[O-])C1CCS(=O)(=O)C1 (stereo unspecified) | 2.8% | 1.9% | -1.6% | -1.1% | -1.7% | i | 0.0% | 11.7 | -7.6%
O=C(C1CCC(=O)N(C2CCCC2)C1)N1CCN(c2ccc(Cl)cc2)CC1 (stereo unspecified) | 2.4% | -1.2% | 1.0% | -28.1% | -3.6% | i | 0.3% | 8.8 | -7.2%
Cc1cc(C)cc(OCC(=O)NNC(=O)CCN2C(=O)c3ccccc3C2=O)c1 | -0.5% | 3.9% | ? | 7.6% | 7.2% | i | -0.4% | 0.0 | 12.5%
CCC(=O)Nc1ccc(Nc2nc(C)c([N+](=O)[O-])c(Nc3ccc(NC(=O)CC)cc3)n2)cc1 | 3.3% | -9.5% | ? | 5.2% | -14.7% | ? | 3.0% | 6.5 | ?
Cc1oc2ccc(O)c(CN3CCN(C)CC3)c2c1C(=O)Nc1ccccc1 | -15.7% | -10.0% | / | -9.4% | 0.9% | i | 6.8% | / | 23.1%

Another view of three compounds above.
CN(C(=O)COc1ccc(S(=O)(=O)N2CCOCC2)cc1[N+](=O)[O-])C1CCS(=O)(=O)C1 (stereo unspecified)
  HepG2 viability: 2.8% | TGFb inhibitor: 1.9% | MCF10A rereplic: -1.6% | ATXN2 expr inh: -1.1% | A549 tox: -1.7% | ATXN viability: i | Nrf2 activator: 0.0% | IL-1B inflam inh: 11.7 | Nrf2 block: -7.6%
O=C(C1CCC(=O)N(C2CCCC2)C1)N1CCN(c2ccc(Cl)cc2)CC1 (stereo unspecified)
  HepG2 viability: 2.4% | TGFb inhibitor: -1.2% | MCF10A rereplic: 1.0% | ATXN2 expr inh: -28.1% | A549 tox: -3.6% | ATXN viability: i | Nrf2 activator: 0.3% | IL-1B inflam inh: 8.8 | Nrf2 block: -7.2%
Cc1cc(C)cc(OCC(=O)NNC(=O)CCN2C(=O)c3ccccc3C2=O)c1
  HepG2 viability: -0.5% | TGFb inhibitor: 3.9% | MCF10A rereplic: ? | ATXN2 expr inh: 7.6% | A549 tox: 7.2% | ATXN viability: i | Nrf2 activator: -0.4% | IL-1B inflam inh: 0.0 | Nrf2 block: 12.5%
